AID2073: inhibitors of Mint1-CaV2.2 protein interaction, biochemical, HTRF (AID 2073); HTRF protein-protein interaction, Mint1-CaV2.2; higher % means a stronger effect; one-dose inhibition, % at 20 µM; IC50 in µM for titrated hits; 290,000 tested, 0.19% active; in the data active = inhibition mostly above about 51%, no sharp cut-off; inconclusive = no clear call, values can overlap the other calls; inactive = mostly below about 53%; also: some results filed as inactive read as strong as hits
Dengue-2 NS5 capping: flavivirus cap methylation enzyme inhibition – biochemical, confirmation dose response, primary screen (AID 588689); 340,000 tested, 0.3% active; inhibition, % at 25 µM, or IC50 in µM where a hit was titrated; Dengue-2 NS5 methyltransferase capping enzyme assay, biochemical; higher % means a stronger effect; in the data active = a potency from the dose series; inconclusive = inhibition above about 29% without an active follow-up result
HIV fusion peptide: inhibitors of HIV fusion peptide binding, primary screen, biochemical, uHTS, fluorescence dequenching (AID 1986). cell-free peptide binding, fluorescence dequenching, 30 min; higher % means a stronger effect. one-dose inhibition, % at 20 µM; IC50 in µM for titrated hits. 290,000 tested, 0.3% active; in the data active = inhibition mostly above about 52%, no sharp cut-off; inactive = mostly below about 76%; also: some results filed as inactive read as strong as hits
HEK293 NOD2/NF-kB: inhibition of NOD2-driven NF-kB reporter – cell-based, luminescence, uHTS, HEK293 (AID 1566) | 290,000 tested, 0.63% active | inhibition, % at 4 µM, or EC50 in µM where a hit was titrated | HEK293 NOD2/NF-kB luciferase reporter, luminescence; higher % means a stronger effect; also: many of its hits are not listed in these tables
XIAP antagonists: XIAP antagonists, biochemical, IAP family, fluorescence polarization (AID 1018) | one-dose displacement, % at 20 µM; IC50 in µM for titrated hits | XIAP BIR domain, fluorescence polarization peptide displacement; higher % means a stronger effect | 200,000 tested, 0.007% active; in the data active = displacement above about 50%; also: a part of the inactive calls stands beside numbers as strong as those of hits
LYP phosphatase: PTPN22 lymphoid phosphatase activity blockers – biochemical, fluorescence intensity, uHTS (AID 1779) | recombinant LYP phosphatase, fluorescence intensity; higher % means a stronger effect | inhibition, % at 11.5 µM; hits with a dose series show IC50 in µM | 290,000 tested, 0.054% active;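 also: plate controls were vehicle with enzyme for no effect and no enzyme for full effect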
Lipid droplet: hepatic lipid droplet formation modulation | inhibition, % at 6.5 µM | 240,000 tested, 0.4% active | AML12 mouse hepatocytes, oleate lipid droplets, BODIPY imaging | AID 1656;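 active = lipid droplet intensity inhibited by at least 50%, with more than 500 cells counted; inconclusive = wells with under 300 cells, treated as cytotoxic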
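material = mouse AML12 hepatocyte cell line, fixed after treatment | also added = 100 µM oleic acid challenge | doses = compound at 6.5 µM only | schedule = overnight exposure | technique = Image-based BODIPY and DAPI two-channel analysis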
SIAH1 antagonists: Siah-1 peptide-binding antagonists, primary screen, biochemical, fluorescence polarization, rhodamine-plectin, uHTS (AID 1817); displacement, % at 20 µM, or IC50 in µM where a hit was titrated; 290,000 tested, 0.02% active; Siah-1 / rhodamine-plectin peptide fluorescence polarization; higher % means a stronger effect;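 active = displacement of at least 50% at 20 µM, with a fluorescence ratio check between 0.3 and a set limit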;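 also: plate controls were Siah plus tracer with DMSO for no effect and tracer alone without Siah for full effect; strong numbers were not always called active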
Myeloid diff MLP: myeloid differentiation induction. ER-HoxA9 myeloid progenitors, lysozyme-GFP differentiation, flow cytometry. calls only at 10 µM. 360,000 tested, 1% active. AID 624256;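 active = normalized GFP-positive differentiation at or above the plate's own cutoff, the solvent-only control mean plus 3 SD; inconclusive = no clear call, values can overlap the other calls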;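 also: cells exposed to compound for four days before flow analysis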
Lipid droplet cells 6.5 µM: also measured in Lipid droplet; calls as there; cell count; measured here: cell count, cytotoxicity flag;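 cells counted across two imaged fields per well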
Dengue-2 NS5 capping pilot replicate: second read-out of Dengue-2 NS5 capping, no call of its own (marks repeat the call); inhibition, %; measured here: pilot screen replicate inhibition
Myeloid diff MLP GFP+ MAC1+ %: second read-out of Myeloid diff MLP, no call of its own (marks repeat the call); GFP+ MAC1+ double positive, %; measured here: differentiation confirmed by MAC1 staining
Numbers without * were called inactive; i = inactive; ? = inconclusive; · = no result given. Rule as the data show it, unless noted: active = inhibition above about 50%; inactive = the rest. Some of the compounds tested; count on the stated rates, not on these rows.

SMILES	AID2073	Dengue-2 NS5 capping	HIV fusion peptide	HEK293 NOD2/NF-kB	XIAP antagonists	LYP phosphatase	Lipid droplet	Lipid droplet cells 6.5 µM	SIAH1 antagonists	Myeloid diff MLP	Myeloid diff MLP GFP+ MAC1+ %	others
O=C1CC2CS(=O)(=O)CC2N1C1CCCCC1 (centres undefined)	-3%	-4%	-2.6%	-9%	-0.2%	-7%	·	·	1%	i	1.9
O=C(NC1CC1)C1=C[C@@H](C2CCCCC2)C[C@@H](OCc2ccc(CO)cc2)O1	13%	3%	-0.9%	32%	-1.2%	-2%	-1	692	12%	i	0.5
O=C(COC(=O)c1ccncc1)Nc1cc(Cl)c(Cl)cc1Cl	10%	·	1.1%	18%	-4.3%	1%	·	·	2%	·	·
CC1(C)CC(=O)C=C(C(=O)NC2CCCc3c2cnn3-c2cc(F)cc(F)c2)O1 (centres undefined)	-2%	2%	0.7%	-23%	·	-8%	-2	780	1%	i	1.3
Cc1cc(Cl)ccc1OCCNC(=S)NC(=O)c1cccnc1	10%	-6%	-0.9%	3%	·	-4%	-1	695	4%	i	8.4
CCCCOc1ccc(-c2nnc(N)s2)cc1	3%	-5%	2.2%	-34%	-0.6%	-2%	-10	723	6%	i	0.8
CCN(C(=O)Cn1cnc2c(nc3n2CCCCC3)c1=O)c1cccc(Cl)c1	?	-6%	0.1%	9%	·	-14%	-7	704	0%	i	1.4
COCCNc1ccc(S(=O)(=O)N2CCCC2)cc1[N+](=O)[O-]	-4%	1%	-2.7%	4%	-6.8%	-1%	11	718	0%	i	0.0
O=C(CCC(=O)NNC(=S)Nc1ccccc1)NCc1ccccc1	-10%	-2%	-0.1%	6%	-4.9%	-4%	-5	628	15%	i	7.1
CCOc1cc2c3c(c1)C1(OCCO1)C(=O)N3C(C)(C)CC2C (centres undefined)	-2%	-9%	-1.6%	-1%	-11%	-2%	6	727	-1%	i	0.5
O=P(Cc1nnco1)(c1ccccc1)c1ccccc1	2%	-2%	-1.5%	9%	2.8%	-15%	·	·	-6%	i	0.7
Cc1ccc2c(c1)C(c1ccc(N3CCOCC3)cc1)=NNC(c1cccs1)=N2	15%	5%	2.2%	3%	-1.8%	5%	·	·	-2%	i	0.5	Dengue-2 NS5 capping pilot replicate=-3.6
COc1ccc(CN2CC(C(=O)NCc3ccccn3)CC2=O)cc1 (centres undefined)	12%	2%	2.7%	5%	-1.1%	3%	-6	735	0%	i	0.8
CCOC(=O)/C(=N/Nc1ccc(Cl)cc1)S(=O)(=O)c1ccc(Cl)cc1	14%	-4%	-1.3%	-16%	-2.6%	-3%	-6	779	-3%	i	1.3
Cc1cc(C)c(S(=O)(=O)N2CCCOC2CNC(=O)C(=O)NCc2ccncc2)c(C)c1 (centres undefined)	-1%	-2%	-1.0%	22%	-1.0%	-5%	-15	363	9%	i	0.3
COc1ccc(NC(=O)Cn2c(=O)n(-c3ccc(CC(=O)NCc4ccco4)cc3)c(=O)c3ccccc32)cc1	28%	-13%	-0.1%	23%	-4.3%	-6%	25	648	5%	i	0.3
CNC(=S)Nc1ccc(Nc2ccccc2)cc1	-5%	-2%	0.6%	3%	-4.0%	-4%	·	·	1%	i	10
O=C(/C=C/c1ccccc1)N/C(=C\c1ccco1)C(=O)NCCO	1%	-2%	-0.3%	14%	-1.8%	-7%	·	·	0%	i	0.6
CC1(C)CC(NC(=S)Nc2ccc(S(N)(=O)=O)cc2)CC(C)(C)N1	-29%	0%	1.0%	-9%	-3.8%	3%	3	676	1%	i	0.0
O=C(COC(=O)c1cccs1)NC1CCCC1	2%	-12%	1.2%	-1%	·	-8%	-4	745	0%	i	3.8
CCOC(=O)c1cnc2ccc(C(=O)OC)cc2c1NCCN1CCOCC1	7%	3%	2.0%	0%	-5.1%	0%	·	·	0%	i	3.8
COc1ccccc1CN1CCN(S(=O)(=O)c2ccccc2)CC1	-3%	-9%	1.7%	18%	-1.6%	-3%	7	776	5%	i	0.8
CCOC(=O)c1c(-c2ccc(C)o2)csc1NC(=O)CSc1nnc(C)s1	11%	-31%	-1.3%	10%	-2.6%	-1%	·	·	12%	i	7.8
O=S(=O)(c1cccc(-c2cn3ccccc3n2)c1)N1CCCC1	16%	4%	-0.6%	10%	·	-9%	5	727	-5%	i	1.5
CSCC[C@H](NC(=O)C1CCCC1)c1nc2ccccc2[nH]1	3%	·	-0.8%	12%	-5.0%	-9%	17	718	-2%	i	0.3
COc1ccc(NC(=O)CSc2nnc(-c3ccncc3)n2C)cc1	6%	0%	1.2%	22%	-6.7%	-6%	2	776	-5%	i	0.0
COc1ccccc1Nc1nc(C)cc(=O)[nH]1	-3%	-2%	-2.6%	3%	-18%	-1%	-10	743	0%	i	0.7
Cn1c(CCNC(=O)c2ccco2)nc2cc(NC(=O)c3ccccc3)ccc21	5%	3%	-0.9%	-9%	·	-10%	1	703	-3%	i	0.4
CCOC(=O)c1cnc2c(C)cc(C)cc2c1Nc1ccc(S(=O)(=O)Nc2ncccn2)cc1	5%	-1%	-0.4%	8%	-8.0%	-5%	1	580	-2%	i	0.8
CC(=O)Oc1c(I)cc(I)cc1C(=O)Nc1ccc(Cl)cc1	-3%	3%	22%	-169%	·	-5%	17	636	0%	i	1.3
CCc1nnnn1-c1ccc([N+](=O)[O-])cc1C	?	·	1.0%	11%	-2.7%	-7%	-41	672	13%	i	0.2
Cc1ccc(N(CC(=O)N(C)Cc2ccccc2)S(C)(=O)=O)cc1C	18%	2%	1.3%	14%	·	-13%	-3	874	-6%	i	0.8
COC(=O)CCS(=O)(=O)c1nc(-c2ccccc2)cc(C(F)(F)F)n1	-18%	-47%	1.2%	·	-12%	-4%	3	743	-1%	?	·
Cn1c(N)c(C(=O)COC(=O)c2ccc(S(=O)(=O)N3CCCCC3)cc2)c(=O)n(C)c1=O	2%	·	-0.4%	2%	-6.6%	-4%	-25	582	2%	·	·
Cn1c(=O)c2[nH]c(CN3CCN(Cc4ccccc4)CC3)nc2n(C)c1=O	0%	-11%	1.9%	10%	-3.5%	-6%	12	741	-5%	i	0.8
O=C(CCC1CCCC1)Nc1cccc(Cc2ccncc2)c1	-7%	·	-0.7%	2%	-5.6%	-7%	0	640	2%	i	0.2
CCC(=O)Nc1ccc(Cl)c(NC(=O)c2ccc([N+](=O)[O-])cc2)c1	-1%	-4%	3.2%	0%	-1.7%	-9%	-24	575	8%	i	0.6
COc1ccc(C=O)cc1COc1ccc(C)cc1[N+](=O)[O-]	-4%	2%	0.7%	-8%	-1.9%	-10%	·	·	-6%	i	0.2
CC(=O)N1C(c2ccccc2O)C[C@]2(C)CC(=O)NC12 (some centres undefined)	-8%	·	-0.2%	3%	-13%	-5%	3	715	5%	i	0.4
O=C(/C=C/c1ccc(O)cc1)c1ccc(NC2=C(N3CCCCC3)C(=O)c3ccccc3C2=O)cc1	21%	0%	3.0%	30%	-2.6%	3%	·	·	1%	i	6.2

The list goes on, starting with the last two of the part before.
SMILES	AID2073	Dengue-2 NS5 capping	HIV fusion peptide	HEK293 NOD2/NF-kB	XIAP antagonists	LYP phosphatase	Lipid droplet	Lipid droplet cells 6.5 µM	SIAH1 antagonists	Myeloid diff MLP	Myeloid diff MLP GFP+ MAC1+ %	others
CC(=O)N1C(c2ccccc2O)C[C@]2(C)CC(=O)NC12 (some centres undefined)	-8%	·	-0.2%	3%	-13%	-5%	3	715	5%	i	0.4
O=C(/C=C/c1ccc(O)cc1)c1ccc(NC2=C(N3CCCCC3)C(=O)c3ccccc3C2=O)cc1	21%	0%	3.0%	30%	-2.6%	3%	·	·	1%	i	6.2
Fc1cccc(Cc2noc(CN3CCOCC3)n2)c1	2%	10%	1.2%	7%	-7.5%	-11%	3	665	-1%	i	0.5
CCCn1c(N2CCN(C(=O)Nc3ccc(Cl)cc3)CC2)nc2ccccc21	2%	-3%	-0.7%	16%	-4.2%	-8%	0	730	-2%	i	0.6
C=CCn1c(SCc2ccccc2)nc2scc(-c3ccc(C)o3)c2c1=O	-2%	-4%	2.0%	18%	-4.7%	4%	·	·	1%	i	5.3
Cc1cccn2c(CNCCSc3nccn3C)c(C(=O)N3CCCCC3)nc12	2%	-2%	-1.1%	-14%	·	-6%	1	639	4%	i	0.5
O=C(Cn1nc(C(F)(F)F)c2c1CCCC2)NCCN1CCOCC1	-1%	-2%	-1.2%	-1%	0.2%	2%	11	706	1%	i	3.0
O=C(Nc1cc(Cl)cc(Cl)c1)C(NCC1CCCO1)c1ccccc1 (centres undefined)	0%	-6%	3.7%	0%	-4.8%	0%	-9	694	-3%	i	0.2
Cc1cccc(C(=O)O/N=C(/c2ccccc2)c2ccncc2)c1	8%	-5%	-0.9%	-10%	14%	-4%	30	739	-1%	i	0.6
CC(C)(C)n1nc2c(c1NC(=O)COc1ccc3ccccc3c1)CS(=O)(=O)C2	-13%	-1%	-4.9%	-21%	-3.6%	-3%	9	773	-4%	i	4.2
O=S(=O)(Nc1ccccn1)c1ccc(-n2cccn2)cc1	31%	-14%	-2.1%	2%	·	-12%	-1	755	-5%	i	3.5
NS(=O)(=O)c1ccc(CCNC(=O)COC(=O)/C=C/c2ccc(Cl)cc2)cc1	30%	-2%	1.7%	-9%	-4.8%	4%	6	709	1%	i	0.2
O=C(COc1ccc(Cl)cc1)NC1CCSC1=O (centres undefined)	8%	4%	1.1%	6%	-4.2%	-12%	0	765	2%	i	0.6
Cc1nn(CCc2n[nH]c(=S)n2C2CCCCC2)c(C)c1Br	-34%	-4%	-0.7%	20%	0.4%	-10%	·	·	4%	i	0.4
NC1=NC(c2ccccc2Cl)n2c(nc3ccccc32)N1 (centres undefined)	-1%	-8%	0.9%	-17%	-1.3%	-1%	·	·	6%	i	1.2
COc1ccc(C2SCCN2C(=S)Nc2ccc(Cl)cc2)cc1 (centres undefined)	-3%	0%	1.0%	-15%	-8.9%	-1%	-22	640	-1%	i	1.7
Cc1cc(C(=O)N/N=C/c2cccc([N+](=O)[O-])c2)c(C)n1-c1ccccc1	5%	2%	1.3%	-53%	-3.2%	7%	-1	629	3%	i	0.5
CC(=O)Nc1ccc(NC(=O)C(C)OC(=O)c2ccccc2NS(=O)(=O)c2cccs2)cc1 (centres undefined)	33%	-6%	-2.8%	4%	·	-1%	3	681	2%	i	0.3
Cc1nc2ccc([N+](=O)[O-])cc2s1	-3%	-4%	-1.3%	-10%	-2.4%	-4%	-14	714	-6%	i	0.3
O=C(c1ccc(F)cc1)C1CCN(C(=O)Nc2ccccc2Cl)CC1	-8%	-6%	3.0%	-8%	-13%	-9%	41	763	12%	i	0.3
COc1ccccc1Nc1nn2c(=O)c3ccc(C(=O)N4CCC(C)CC4)cc3nc2s1	-4%	-10%	0.3%	24%	·	-4%	-12	765	0%	i	1.9

Bioassay records as filed in PubChem BioAssay.
